Source: PubChem BioAssay (The Scripps Research Institute Molecular Screening Center)
M5 antag = blocks acetylcholine activation of human M5 receptor; CHO-hM5 cells, Fluo-8 calcium fluorescence, ACh EC80; AID 624040; 360,000 tested, 0.59% active; inhibition, % at 3 µM;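 active means inhibition above a per-plate cutoff, the mean of that plate's test compounds plus 3 SD, cut at about 27% in these data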;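 further: 0% = acetylcholine EC80 with DMSO and 100% = DMSO without agonist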
Target sequence (P08912 whole entry, looked up): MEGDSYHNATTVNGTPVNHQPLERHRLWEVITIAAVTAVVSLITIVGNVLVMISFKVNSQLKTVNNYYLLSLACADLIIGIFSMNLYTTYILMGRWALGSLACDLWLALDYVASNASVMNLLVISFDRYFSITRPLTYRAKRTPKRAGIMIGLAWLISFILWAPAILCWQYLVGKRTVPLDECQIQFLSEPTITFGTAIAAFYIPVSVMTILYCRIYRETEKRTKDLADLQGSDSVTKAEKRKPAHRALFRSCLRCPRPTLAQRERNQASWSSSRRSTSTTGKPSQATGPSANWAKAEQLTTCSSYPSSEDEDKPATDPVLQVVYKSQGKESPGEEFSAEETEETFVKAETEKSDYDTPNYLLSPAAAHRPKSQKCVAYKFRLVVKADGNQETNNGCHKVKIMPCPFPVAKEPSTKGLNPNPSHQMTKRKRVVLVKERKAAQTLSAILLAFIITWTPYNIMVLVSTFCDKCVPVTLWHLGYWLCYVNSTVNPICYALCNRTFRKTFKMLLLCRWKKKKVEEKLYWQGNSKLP
CHRM4 PAM = CHRM4 positive allosteric modulation. P08173. CHO-K1 hM4/Gqi5, Fluo-8 calcium fluorescence, ACh EC20; 0% = ACh EC20, 100% = maximal ACh. activation, % at 3 µM. 360,000 tested, 0.4% active;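 active means activation above its plate's cutoff, the mean activation of sample wells plus 3 SD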; further: some results filed as inactive read as strong as hits
Target sequence (P08173 whole entry, looked up): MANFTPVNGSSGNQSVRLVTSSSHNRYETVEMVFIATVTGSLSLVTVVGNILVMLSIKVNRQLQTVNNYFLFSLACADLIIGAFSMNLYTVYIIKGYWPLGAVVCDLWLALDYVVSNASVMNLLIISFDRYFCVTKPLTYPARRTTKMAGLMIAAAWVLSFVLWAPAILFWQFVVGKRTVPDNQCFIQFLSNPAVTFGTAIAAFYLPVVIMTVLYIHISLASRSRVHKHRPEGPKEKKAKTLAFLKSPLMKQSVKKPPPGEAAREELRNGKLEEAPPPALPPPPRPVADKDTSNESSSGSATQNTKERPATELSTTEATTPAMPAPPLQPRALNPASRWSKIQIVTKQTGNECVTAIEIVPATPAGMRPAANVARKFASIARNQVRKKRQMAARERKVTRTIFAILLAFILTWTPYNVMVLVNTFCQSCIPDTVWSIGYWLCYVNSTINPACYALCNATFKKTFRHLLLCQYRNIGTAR
M5 ag = agonists of human muscarinic M5 receptor (CHRM5) | P08912 | CHO-K1 hM5 cells, Fluo-8 calcium fluorescence; 0% DMSO wells, 100% maximal acetylcholine response | activation, % at 3 µM | 360,000 tested, 0.19% active;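 active means activation above the run's mean over test compounds plus 3 SD, cut at about 23% in these data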;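 further: signal is peak over basal fluorescence ratio across the kinetic read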
M4 ag = agonists of human muscarinic M4 receptor (CHRM4) | AID 624127 | P08173 | CHO-K1 hM4/Gqi5, Fluo-8 calcium fluorescence; vehicle 0%, full acetylcholine response 100% | 360,000 tested, 0.14% active | activation, % at 3 µM;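 active means activation above the run mean over all test wells plus 3 SD, cut at about 32% in these data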;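 further: peak over basal fluorescence ratio per well then scaled between controls; 0% = DMSO wells and 100% = acetylcholine at EC100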
M1 ag parental = M1 agonist counterscreen hit in parental CHO-K1 cells | Fluo-8 calcium fluorescence; scaled to maximal ATP response, vehicle zero | activation, % at 3 µM | 360,000 tested, 0.48% active; in the data active means activation above about 15%;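 further: untransfected CHO-K1 host cells lacking M1 receptor as counterscreen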
M5 PAM = positive allosteric modulators of human muscarinic M5 receptor. CHO-K1 hM5, Fluo-8 calcium, ACh EC20 PAM; 0% = ACh EC20, 100% = ACh EC100. P08912. AID 624038. activation, % at 3 µM. 360,000 tested, 0.3% active;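 active means activation above the run cutoff, the mean activation of all test compounds plus 3 SD, cut at about 18% in these data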
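Replicates: One well per compound, no replicates | System: Human M5 receptor in CHO-K1 cells | Benchmarks: Low control EC20 acetylcholine (0%), high control EC100 acetylcholine (100%) | Probe or stimulus: Acetylcholine, EC20 level | Times: Fluo-8 loading 80 min at 37 °C plus 30 min room temperature | Signal: Intracellular calcium via Fluo-8 fluorescence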
M4 antag = CHRM4 antagonism in calcium assay. P08173. CHO-hM4 cells, ACh EC80, Fluo-8 calcium fluorescence. inhibition, % at 3 µM. 360,000 tested, 0.73% active;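 active means inhibition above its plate's cutoff, the mean inhibition of sample wells plus 3 SD, cut at about 27% in these data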;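 further: 0% = acetylcholine EC80 with DMSO and 100% = DMSO without agonist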
CHO-K1 Ca PAM = counter-screen for M1 PAMs: effect in parental CHO-K1 cells | ATP EC20, Fluo-8 calcium fluorescence; 0% at ATP EC20, 100% at ATP max | activation, % at 3 µM | 360,000 tested, 0.02% active;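 active means activation above the run cutoff, the mean activation of all test compounds plus 3 SD, cut at about 40% in these data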;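 further: peak over basal fluorescence ratio in a 140 s read after ATP addition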
CHO-K1 Ca antag = M1 antagonist counterscreen hit in parental CHO-K1 cells; ATP-induced calcium, Fluo-8 fluorescence; inhibition, % at 3 µM; 360,000 tested, 0.6% active; AID 602250;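 active means inhibition above a per-plate cutoff, the plate's mean sample inhibition plus 3 SD, cut at about 24% in these data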;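 further: 0% = DMSO plus EC80 ATP and 100% = DMSO alone without ATP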
* = called active by the depositor.

Preview, five compounds:
SMILES	M5 antag	CHRM4 PAM	M5 ag	M4 ag	M1 ag parental	M5 PAM	M4 antag	CHO-K1 Ca PAM	CHO-K1 Ca antag
OC(c1ccc(Cl)cc1)c1ncc(-c2ccccc2F)[nH]1 (centres undefined)	3	-4	0	4	1.7	-7	0	10	-13
Cc1c(Cl)cccc1NC(=O)Cn1cnc(S(=O)(=O)N2CCCC2)c1	6	0	-3	-1	1.6	-3	0	8	-6
CC(C)N(CCn1c(SCC(=O)N2CC(=O)Nc3ccccc32)nc2ccccc2c1=O)C(C)C	3	-14	-12	2	0.1	0	-12	3	-20
CCOC(=O)CCn1cnc2ccc([N+](=O)[O-])cc2c1=O	8	-3	-4	1	0.9	-1	9	6	-8
COCC(=O)N1CCC2CC1c1cc(Cl)ccc12 (centres undefined)	1	2	3	0	1.0	0	-1	-6	-2

Main list, from the first entry:
SMILES	M5 antag	CHRM4 PAM	M5 ag	M4 ag	M1 ag parental	M5 PAM	M4 antag	CHO-K1 Ca PAM	CHO-K1 Ca antag
OC(c1ccc(Cl)cc1)c1ncc(-c2ccccc2F)[nH]1 (centres undefined)	3	-4	0	4	1.7	-7	0	10	-13
Cc1c(Cl)cccc1NC(=O)Cn1cnc(S(=O)(=O)N2CCCC2)c1	6	0	-3	-1	1.6	-3	0	8	-6
CC(C)N(CCn1c(SCC(=O)N2CC(=O)Nc3ccccc32)nc2ccccc2c1=O)C(C)C	3	-14	-12	2	0.1	0	-12	3	-20
CCOC(=O)CCn1cnc2ccc([N+](=O)[O-])cc2c1=O	8	-3	-4	1	0.9	-1	9	6	-8
COCC(=O)N1CCC2CC1c1cc(Cl)ccc12 (centres undefined)	1	2	3	0	1.0	0	-1	-6	-2
CC(=O)C[C@H](O)CC(=O)[C@H]1OC(=O)CC/C=C\Cc2ccccc21	-7	25*	4	2	0.4	6	-3	-3	-6
CC1C(=O)N2CCCc3cc(NC(=O)C(=O)NCc4ccccn4)cc1c32 (centres undefined)	0	-3	-1	1	0.0	-2	2	-10	12
O=C(CC1(O)C(=O)N(CN2CCOCC2)c2ccccc21)c1ccccc1 (centres undefined)	-6	1	0	1	0.1	37*	2	-22	-4
O=C(OCC(=O)N1CCCC1=O)c1nc(Cl)ccc1Cl	3	12	3	0	0.5	-3	-14	-6	10
CSCC[C@H](NC(=O)[C@@H]1Cc2ccccc2CN1)C(=O)Nc1ccc2c(c1)OCO2	14	-3	-5	0	0.1	-2	12	-3	2
Cc1cc(Cl)ccc1NC(=O)CN1CCN(C(=O)c2ccco2)CC1	3	4	-3	2	0.2	-6	-6	0	1
Nc1cc(C(=O)OCC(=O)N2CCCC2=O)ccc1Cl	2	-1	2	1	0.4	-7	7	-17	6
COCCCN1C(=O)c2ccc(C(=O)OCC(=O)N(CCC#N)c3cc(C)cc(C)c3)cc2C1=O	17	1	-2	3	0.7	-5	-3	3	-2
COc1ccccc1C1CC(=O)NC(C)=C1C(=O)OC(C)C (centres undefined)	7	-5	-6	0	-0.7	-1	-10	0	-8
CN(C)CCCN1C(=O)c2oc3ccc(Cl)cc3c(=O)c2C1c1cccnc1 (centres undefined)	4	2	1	2	0.5	-4	-9	1	-3
O=C(Nc1cccc(NC(=O)c2ccco2)c1)c1ccccc1	-4	-14	-1	5	2.1	7	12	-4	-4
O=C(O)CCc1c(C(=O)O)[nH]c2ccccc12	-1	9	-1	-1	-0.1	8	4	10	1
C=CCOc1ccc(C(=O)n2cc(C(=O)OC)c3ccccc32)cc1	-3	2	-3	0	0.1	-1	-6	12	-5
O=C1CC(SC(=S)C2CCCC2=O)C(=O)N1 (centres undefined)	3	-5	0	0	-0.4	1	-11	-15	20
Cc1c(/C=N\NC(=O)c2cc3ccccc3o2)c2ccccc2n1C	-2	-2	-6	5	0.7	-1	-25	13	-18
CCN(c1ccccc1)S(=O)(=O)c1ccc(C(=O)N(C)Cc2cccs2)cc1	17	1	-3	9	2.6	-12	5	1	-6
CCOC(=O)c1c(C)[nH]c(C(=O)OCC(=O)c2ccc3c(c2)NC(=O)CO3)c1C	5	1	2	1	0.1	1	3	-26	12
CC(C)c1ccccc1NC(=O)COC(=O)C1(C)CC1(Cl)Cl (centres undefined)	9	3	-3	2	1.8	5	-7	17	-16
CCC(=O)Nc1sc2c(c1C#N)CCC2	5	-2	-3	1	0.3	1	5	-11	19
Cc1ccc(-n2ncc3c(N4CCCC(C)C4)ncnc32)c(C)c1 (centres undefined)	12	-8	5	22	12	-20	-14	12	-1
NS(=O)(=O)c1ccc(NC(=O)c2cc(-c3ccccc3O)n[nH]2)cc1	-1	2	-7	1	1.1	1	-13	-6	-13
O=C(NCc1ccccc1)[C@@H]1CCCN1C(=O)[C@@H]1CCCN1C(=O)c1ccc(Cl)cc1Cl	0	8	0	0	0.5	-6	-8	17	-21
CCC(C)c1ccc(NC(=S)NCc2ccccc2OC)cc1 (centres undefined)	-1	-2	-6	1	2.2	-7	-8	14	-5
COc1ccc(NC(=O)c2ccco2)c(OC)c1	-1	7	-1	2	0.1	5	-3	5	-4
COC(=O)C1=C(C(=O)OC)[C@@H]2Nc3ccccc3[C@@]23C[C@@H](C(=O)OC)N(C(=O)C2CCC2)C3=N1	5	0	6	2	1.9	-3	0	11	-6
CC(C#N)(Nc1ccc(Cl)cc1)c1cccnc1 (centres undefined)	-8	2	1	0	0.2	5	5	23	-8
N#CCCN(C(=O)COC(=O)c1nc(Cl)ccc1Cl)c1ccccc1	4	3	3	1	2.4	1	3	21	-5
Cc1ccc(S(=O)(=O)Nc2cccc(C(=O)NCC3CCCO3)c2)cc1F (centres undefined)	1	-5	3	2	2.0	0	1	4	3
COc1ccc(S(=O)(=O)CCC(=O)NCCc2cccc(C)c2)cc1	-6	-4	4	1	0.2	3	-1	-4	-9
CCn1c(N2CCN(C(=O)c3ccco3)CC2)nc2ccccc21	0	9	-3	2	1.1	4	-15	22	-10
CCCC(=O)Nc1c(-c2ccccc2)c(=O)c(C)nn1-c1ccc(C)cc1	11	-2	1	7	1.6	-7	-3	-9	1
Cn1c(C(=O)N2CCN(c3ccccc3)CC2)cc2cc(Cl)ccc21	-2	1	0	0	0.5	1	6	3	-5
CC[C@]12c3[nH]c4ccc(Cl)cc4c3CCN1C(=O)[C@@H](CC(=O)NCCCOC)C[C@@H]2C(=O)N1CCN(C(=O)C2CC2)CC1	1	16	-1	1	0.6	2	-12	17	-12
Nc1nc(COc2ccc(Cl)cc2)cs1	-17	0	1	1	-0.3	4	1	-14	12
CCCC1NC(=O)c2cc3ccccc3cc2-n2c1nc1cc(F)ccc1c2=O (centres undefined)	-5	-1	-2	9	1.7	-11	-9	7	-8
CC1CC(C)(C)CC2(C1)NC(=O)N(CC(=O)NC1CCCc3ccccc31)C2=O (centres undefined)	-6	-3	1	-1	0.1	0	3	30	-12
O=C(Nc1ccc(F)cc1)C(c1ccccc1)N1CCN(C(=O)c2ccco2)CC1 (centres undefined)	-3	6	2	1	0.0	-1	10	6	0
Cn1c(C(O)c2ccc(Br)cc2)nc(Cl)c1Cl (centres undefined)	9	-4	-6	0	2.4	-1	8	20	-15
C(#Cc1ccccc1)CN1CCOCC1	2	1	1	2	0.7	-8	5	-13	-1
CCOc1ccc(CNC(=S)N/N=C\c2ccc([N+](=O)[O-])cc2)cc1	0	0	-8	-1	0.3	-7	8	10	-13
C=CCn1c2ccccc2c2nnc(SC(CC)C(=O)Nc3sc4c(c3C#N)CCCC4)nc21 (centres undefined)	2	17	2	0	0.1	1	10	-3	-20
COC(=O)c1sccc1OCc1cccc(OC)c1	10	-6	-6	0	-0.5	-2	-8	12	0
Cc1cc(C)c(OCC(=O)OCC(=O)NC2CCCCCCC2)c(C)c1	3	4	-6	-1	-0.7	5	7	-4	17
CCC1(C)NC(=O)N(CC(=O)Nc2sc3c(c2C(=O)OC)CCCCC3)C1=O (centres undefined)	12	6	-3	2	1.4	-1	-6	24	-7
CCn1c(SCC(=O)NCc2cccs2)nc2c1c(=O)n(C)c(=O)n2C	-6	6	1	2	0.8	6	2	14	-21
CCOC1C(=O)NC(=O)N1Cc1ccccc1 (centres undefined)	12	-1	-8	0	-0.3	-5	5	-22	8
[O-][n+]1onc2c3ccnnc3ccc21	-2	1	0	0	0.3	-3	6	6	-5
O=[N+]([O-])c1cc(C(F)(F)F)ccc1NN=C1CCCC1	-4	-8	2	1	-0.2	0	14	4	2
O=C(OCC(=O)N1CCCc2ccccc21)c1ccc(Cl)nc1	-4	-2	-1	1	0.5	5	5	0	-7
Cc1ccc(N2CC(=O)N(NC(=O)Nc3ccc(Cl)c(Cl)c3)CC2=O)cc1	11	-15	2	10	2.2	-12	9	-22	10
CCCCNC(=O)C1(C)CCN1C(=O)c1cc2ccccc2s1 (centres undefined)	0	7	-1	1	0.6	2	0	-1	0
Cc1csc(CNc2ncnc3ccc(-c4cccnc4)cc23)c1	8	3	0	3	2.2	-13	15	-5	-4
CC1(C(=O)NCc2ccc3c(c2)OCO3)CCN1C(=O)CCc1ccc(Cl)cc1Cl (centres undefined)	-3	-3	1	8	5.4	-3	-4	6	-6
Cc1cc(C)c(S(=O)(=O)c2ccccc2Cl)c(Cl)n1	9	0	-7	0	1.6	2	1	25	-10
CCN(CCCNC(=O)CC(C(=O)N1CCc2ccccc21)n1ccnc1)c1cccc(C)c1 (centres undefined)	-1	3	-1	-2	-0.6	0	0	16	-9
The list goes on.
SMILES	M5 antag	CHRM4 PAM	M5 ag	M4 ag	M1 ag parental	M5 PAM	M4 antag	CHO-K1 Ca PAM	CHO-K1 Ca antag
N#CCCN(C(=O)COC(=O)c1cc(S(=O)(=O)N2CCOCC2)ccc1Cl)c1ccc(F)cc1	3	1	3	8	1.1	3	-16	3	1
CCCCCCc1cc2cc(C(=O)OCC)c(=O)oc2cc1O	5	1	-1	1	0.7	-4	5	1	21
COC(=O)CNC(=O)c1ccccc1[N+](=O)[O-]	-6	3	2	1	-0.1	0	-9	17	-23
CCn1c2ccccc2c2cc(C#N)c(N)nc21	8	-4	-7	0	-0.3	-2	0	-10	0
CCOc1ccc(C(=O)N/N=C/c2ccccc2[N+](=O)[O-])cc1	12	0	-2	1	0.9	-9	0	20	-12
CNc1nc(-c2ccc3c(c2)CCN3C(=O)c2cccc(F)c2)cs1	5	0	-3	3	2.2	1	6	9	-1
COc1ccc(CCNC(=O)c2cc(S(=O)(=O)N3CCC4(CC3)OCCO4)ccc2F)cc1OC	0	-6	2	4	2.8	-11	-2	5	-12
COc1ccc(F)cc1C(=O)C1CCCN(Cc2cccn2-c2ccccn2)C1 (centres undefined)	-4	-10	-4	5	7.1	-8	1	15	-2
CC1(C)N=C(N)N=C(N)N1c1ccc(OCC(=O)N2CCOCC2)cc1	0	1	-1	1	0.5	-1	-2	12	-11
CSCCC(NC(=O)OC(C)(C)C)C(=O)Oc1ccc2c(=O)c(-c3ccc4c(c3)OCCO4)coc2c1 (centres undefined)	13	0	2	2	3.5	-9	-1	7	-1
COc1ccc(Nc2cc(C)nc3c(C)cccc23)cc1OC	-4	5	-2	0	-0.5	16	-13	-15	11
CC(C)Cc1nnc(NC(=O)CCS(=O)(=O)c2ccc(Cl)cc2)s1	-4	2	0	2	1.5	-11	-4	-8	1

Rows are unselected (roughly 2.7% active in at least one column).
